Assay outcomes as filed in PubChem.
NALP1 yeast inh = NALP1 inflammasome inhibitors in reconstituted yeast, colorimetric, S. cerevisiae, triplicate retest; S. cerevisiae NALP1/ASC/caspase-1 growth, X-gal OD620, 72 h; inhibition, % at 10 µM; actives 0.61% (n = 280,000); AID 2071, 2009; in the data active = inhibition mostly above about 24%, no sharp cut-off; inactive = mostly below about 32%; also: some compounds called inactive have numbers as strong as hits
IDE act = human IDE activators in live cells, primary screen, fluorescence polarization, HEK cells, FAbeta-B substrate. activation, % at 5.96 µM. actives 0.073% (n = 340,000). FAbeta-B cleavage; 0% vehicle, 100% cell-free pure enzyme wells. AID 493087, 2011. Insulin-degrading enzyme (Homo sapiens), P14735;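 active = activation above the mean of all tested compounds plus 3 SD, set per screening campaign, cut at about 17% in these data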
Target sequence (P14735 whole entry, looked up): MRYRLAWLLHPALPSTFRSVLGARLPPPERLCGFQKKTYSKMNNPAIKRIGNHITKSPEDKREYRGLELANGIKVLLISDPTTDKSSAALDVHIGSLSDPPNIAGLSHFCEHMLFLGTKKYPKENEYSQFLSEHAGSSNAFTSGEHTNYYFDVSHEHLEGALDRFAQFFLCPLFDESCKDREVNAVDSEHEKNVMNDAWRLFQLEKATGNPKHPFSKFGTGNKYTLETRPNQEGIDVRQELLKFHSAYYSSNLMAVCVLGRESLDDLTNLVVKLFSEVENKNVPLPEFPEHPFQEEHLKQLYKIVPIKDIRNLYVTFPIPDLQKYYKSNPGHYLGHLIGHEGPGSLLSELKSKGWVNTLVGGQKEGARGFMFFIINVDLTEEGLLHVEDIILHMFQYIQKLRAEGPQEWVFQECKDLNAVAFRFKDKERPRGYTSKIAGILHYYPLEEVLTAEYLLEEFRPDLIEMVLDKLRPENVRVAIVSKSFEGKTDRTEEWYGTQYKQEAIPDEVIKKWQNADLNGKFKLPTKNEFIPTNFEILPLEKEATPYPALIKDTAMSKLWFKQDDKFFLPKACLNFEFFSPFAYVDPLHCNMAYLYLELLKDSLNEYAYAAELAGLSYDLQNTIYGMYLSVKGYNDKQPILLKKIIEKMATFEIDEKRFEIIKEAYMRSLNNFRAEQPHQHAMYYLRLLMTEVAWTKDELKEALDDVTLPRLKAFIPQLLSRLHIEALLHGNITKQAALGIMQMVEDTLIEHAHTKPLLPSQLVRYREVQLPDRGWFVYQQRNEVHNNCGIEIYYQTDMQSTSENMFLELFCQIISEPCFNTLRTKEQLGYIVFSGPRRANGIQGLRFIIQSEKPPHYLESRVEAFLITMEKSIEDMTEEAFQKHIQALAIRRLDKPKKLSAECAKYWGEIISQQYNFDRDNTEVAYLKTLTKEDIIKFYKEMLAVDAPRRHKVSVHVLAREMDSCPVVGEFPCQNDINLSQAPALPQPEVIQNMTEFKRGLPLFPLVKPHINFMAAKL
IMP-1 inh = IMP-1 metallo-beta-lactamase inhibitors, primary screen, biochemical, epi-absorbance readout, Pseudomonas aeruginosa enzyme | actives 0.45% (n = 290,000) | purified IMP-1, nitrocefin hydrolysis, epi-absorbance fluorescence | inhibition, % at 5.6 µM;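 active = inhibition above the mean plus 3 SD of all compounds in the same screening run, cut at about 4.5% in these data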;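 also: 0% = IMP-1 with DMSO and 100% = DMSO wells lacking enzyme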
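System: Purified IMP-1 | Read-out basis: Percent enzyme inhibition | Controls: IMP-1 with DMSO as 0%, enzyme-free DMSO as 100% | Replicates: One well per compound | Doses: 5.6 µM nominal single concentration | Detection: Epi-absorbance fluorescence, 480 nm excitation, 530 nm emission | Incubation: 25 °C, 15 min preincubation, 25 min reaction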
IDE cell inh = human IDE inhibitors in live cells, primary screen, fluorescence polarization, HEK cells, FAbetaB substrate; Insulin-degrading enzyme (Homo sapiens), P14735; FAbetaB cleavage; inhibition, % at 5.59 µM; actives 0.41% (n = 320,000); AID 434962, 2010;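 active = percent inhibition above the average of all tested compounds plus 3 SD, set per screening campaign, cut at about 16% in these data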;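 also: IDE supplied by intact live HEK cells; FP after avidin binding of uncleaved biotin substrate so inhibition keeps polarization high; 0% = DMSO wells and 100% = 60 µM reference IDE inhibitor Ii1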
pCIP destab = p/CIP-EGFP fusion destabilizers, primary screen, fluorescence, F442A cells. decrease of EGFP signal, % at 10 µM. Q05BA5. 16 h. actives 0.01% (n = 290,000);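 active = EGFP signal decrease of at least 30% at 10 µM or well 3 SD below plate mean, unless failing retest; inactive = the rest, including hits failing retest or dose response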; also: some compounds called inactive have numbers as strong as hits; many of its hits are not listed in these tables
PHOSPHO1 block = PubChem AID 1565. recombinant PHOSPHO1, absorbance phosphatase assay. inhibition, % at 13.3 µM. actives 1.1% (n = 290,000); in the data active = inhibition above about 60%
PfM18AAP inh = PfM18AAP inhibitors, malaria aminopeptidase, primary screen, biochemical, QFRET, recombinant enzyme; M18 aspartyl aminopeptidase (Plasmodium falciparum 3D7); H-Glu-NHMec fluorogenic cleavage; inhibition, % at 7.35 µM; actives 1.2% (n = 290,000);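 active = inhibition above the campaign mean inhibition over all tested compounds plus 3 SD, cut at about 28% in these data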;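 also: 0% = plate median of test compound wells and 100% = 2 mM ZnCl2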
VIM-2 inhibitor = VIM-2 metallo-beta-lactamase inhibitors, primary screen, biochemical, epi-absorbance readout, Pseudomonas aeruginosa enzyme | AID 1527, 2009 | purified VIM-2, nitrocefin hydrolysis, epi-absorbance fluorescence | actives 0.89% (n = 290,000) | inhibition, % at 5.6 µM;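 active = inhibition above the mean of all tested compounds plus 3 SD, cutoff set per screening run, cut at about 7.5% in these data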;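 also: red hydrolysis product quenches plate fluorescence so inhibitors raise well fluorescence; 0% = enzyme with DMSO and 100% = DMSO without enzyme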
GPR7 antag = GPR7 receptor antagonists, primary screen, cell-based, fluorescence, single concentration; GPR7-expressing cells, fluorescence antagonist assay; inhibition, % at 4.4 µM; actives 1.1% (n = 290,000); AID 1861, 2009; in the data active = inhibition above about 16%, passing the limit was not always enough;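 also: cells stimulated with the agonist NPW; 0% = agonist with vehicle and 100% = vehicle without agonist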
* hit, by the source's call; nt = not tested or not shown.

SMILES	NALP1 yeast inh	IDE act	IMP-1 inh	IDE cell inh	pCIP destab	PHOSPHO1 block	PfM18AAP inh	VIM-2 inhibitor	GPR7 antag
Cn1c(CN2CCCCC2)nc2cc(NC(=O)c3ccc(F)cc3)ccc21	-11	-2	-2.6	5	-3	18	1	-4.4	-8
O=C(Nc1c[nH]c(=O)[nH]c1=O)c1ccc([N+](=O)[O-])cc1	1	1	-1.2	-1	4	21	4	-3.1	-4
CCOC(=O)c1ccc(Nc2nc(C)cc(=O)[nH]2)cc1	-9	-4	-1.8	10	-3	-5	-4	-3.2	-5
CCc1nn(-c2cc(Cl)ccc2OC)c2c1C(=O)CCC2	14	5	-1.3	2	-21	2	-7	-0.3	-15
CCOC(=O)N1CCC(NC(=O)CCC(=O)c2ccccc2)CC1	-4	0	-0.8	4	-3	11	-4	-1.4	-2
CC(=O)Oc1c(-c2ccco2)oc2ccccc2c1=O	8	-95	1.1	77*	-6	-50	1	3.2	-11
CCN(C(=O)CSc1nnc2ccccn12)C1CCS(=O)(=O)C1 (stereo unspecified)	10	3	-2.0	0	-11	34	-4	-2.4	-12
CCOC(=O)c1cnc2nc(SC)nn2c1N	-1	4	-2.5	1	-1	0	-1	-0.5	3
COC(=O)C1=C(C)N(CCc2ccc(OC)c(OC)c2)C(=O)/C1=C\N(C)C	25	4	-5.5	9	3	15	8	-1.7	-9
O=C(CCCOc1cccc(Br)c1)NC1CCC(O)CC1 (stereo unspecified)	7	-4	-4.8	11	-15	10	-6	-4.0	-12
CCN1CCN(C(C)CCc2ccccc2)CC1 (stereo unspecified)	-12	3	-1.9	-3	12	nt	-10	-1.6	-18
CCCCCC/C=N/Nc1nnc(Cc2ccc(OC)c(OC)c2)c(=O)[nH]1	17	4	0.5	0	-4	39	9	-2.8	0
CCOc1ccccc1N(CC(=O)Nc1ccccc1C(=O)OC)S(C)(=O)=O	23	7	-4.3	-2	-4	4	1	-2.1	4
Cn1ncc(S(=O)(=O)Cc2ccccc2)c(Cl)c1=O	108*	2	-3.1	2	-7	27	0	0.3	-10
COc1ccc(S(=O)(=O)N(C)CC(=O)Nc2ccccc2C(F)(F)F)cc1	24	1	-3.2	-2	-2	18	3	-1.1	-14
O=C(Oc1ccc(/C=N/Nc2nc(N3CCCCC3)nc(N3CCCCC3)n2)cc1)c1ccco1	-24	5	-4.2	-7	-2	-3	2	-3.8	-1
CC(=O)c1cccc(NC(=O)/C(=C\c2ccco2)NC(=O)c2ccco2)c1	8	0	-2.5	-2	-7	24	1	-1.4	-3
COc1ccc(CC(=O)N2CCN(c3ccccc3OC)CC2)cc1	-9	1	-2.8	6	-3	36	10	-3.4	-2
Cc1ccc(-c2cc(C(=O)n3cnc4ccccc43)c3ccccc3n2)cc1C	1	-3	-3.4	-1	0	-15	-10	1.5	-15
COc1ccc2sc(N3C(=O)CC(Cc4cccc(C)c4)C3=O)nc2c1 (stereo unspecified)	21	2	-0.6	4	2	1	-4	-1.4	2
COc1ccc(CCN(Cc2cc3ccc(C)cc3n3nnnc23)C(C)=O)cc1OC	-15	-3	-3.3	1	-4	-7	-1	1.5	-11
COc1ccc(C(=O)Nc2sc3c(c2C#N)CCN(C(C)=O)C3)cc1	13	3	-3.5	3	-6	2	-5	-6.2	-2
CC/C(=N/O)C(=O)c1ccc(Br)cc1	4	-1	-1.1	6	8	-44	6	-1.5	-8
Oc1ccc(N2CCN(Cc3ccc(OCCCN4CCCCC4)cc3)CC2)cc1	10	-5	-0.5	4	-7	25	24	-0.5	-20
CCCCn1c(O)c(/C=C2\C=NN=C2c2ccccc2)sc1=S	29	-4	-1.2	1	4	-2	-4	-0.2	8
Cc1ccsc1C(=O)Nc1nc2ccccc2[nH]1	2	-1	-2.9	-6	13	46	9	-5.9	-9
CC(=O)N(Cc1ccco1)C1(C(=O)NC2CCCC2)CCCCC1	3	-1	-4.8	-1	-10	-7	7	-6.1	13
CC(C)(CO)N=Cc1c(O)[nH]c2ccccc12	-2	0	-2.9	4	0	53	3	-1.4	-17
COc1ccc(CN2C=C3C(=O)C(C)(OC(=O)CCc4ccccc4)C(=O)C=C3C=C2c2ccc(C#N)cc2)cc1 (stereo unspecified)	nt	-1	nt	-3	4	31	nt	nt	nt
COc1cccc(NC(=S)/C(=C(\[O-])c2ccc([N+](=O)[O-])cc2)[n+]2ccccc2)c1	-13	-8	-2.3	2	-2	27	-5	-0.5	-13
CCSC1=C(C#N)C(c2ccc(Cl)cc2)C2=C(CCCC2=O)N1 (stereo unspecified)	11	4	-0.5	3	-7	12	-18	-1.3	2
Cc1ccc(NC(=O)CSc2ncccn2)cc1F	6	2	-2.2	-3	3	2	-6	-1.2	-5
CCOc1ccc(NC(=O)C2CC(=O)OC2c2ccccc2)cc1 (stereo unspecified)	0	1	-2.9	0	3	50	0	-3.3	-19
O=C(NCc1cnn(-c2ccc(F)cc2)c1)C1CCC(=O)N(C2CC2)C1 (stereo unspecified)	14	-1	-0.7	nt	-12	61*	-6	-0.1	11
O=Nc1c(O)n(Cc2ccccc2)c2ccccc12	-6	-1	-2.2	2	-9	32	7	-2.2	-14
CCOC(=O)c1[nH]nc(C(=O)c2ccc(Br)cc2)c1O	-22	1	-1.9	1	5	9	4	-4.1	-19
COc1nc(-c2ccc(C)cc2)ccc1-c1noc(-c2ccco2)n1	3	0	-4.0	2	-8	-2	-3	-0.9	-6
CC(C)N1CCN(S(=O)(=O)c2ccccc2)CC1	-16	5	-0.5	-8	14	nt	2	-1.8	-1
CC1(C)CC(=O)c2c(O)c(-c3ccccc3)c(=O)n(-c3ccccc3)c2C1	20	-1	-1.5	8	5	13	4	-2.0	-5
O=C(COC(=O)C1(c2ccc(Cl)cc2)CCCC1)NC1CCS(=O)(=O)C1 (stereo unspecified)	-10	4	-1.0	0	-14	33	-9	-1.6	9
Cc1nn(C(C)C(=O)NCc2cccs2)c(C)c1[N+](=O)[O-] (stereo unspecified)	-6	-1	-2.3	5	-3	12	-13	-2.8	-8
Clc1cc(NC2CCCCC2)ncn1	7	-8	-3.0	6	-25	-11	7	-4.6	-6
CCN(CC)c1ccc(C(=S)NCc2ccccc2)cc1	27	5	0.1	-8	4	-145	22	0.4	-4
CC(NC(=O)CN(c1ccc(F)cc1)S(C)(=O)=O)c1ccccc1 (stereo unspecified)	18	1	-0.9	8	-6	19	-2	0.8	9
O=C(O)c1nn2c(c1Br)NC(c1ccccc1)CC2C(F)(F)F (stereo unspecified)	-3	2	-1.4	1	5	6	5	-2.0	-11
Cc1ccc(NC(=S)NNC(=O)Cn2nc([N+](=O)[O-])cc2C)cc1	-26	-2	-3.3	0	-2	96*	14	-6.3	1
CCOc1cc(/C=C2\COc3ccccc3C2=O)ccc1OCC(=O)N(C)C	23	-1	0.0	9	11	23	-3	2.2	-3
COc1ccc(-n2c(=S)[nH]c3cc(C(=O)NCc4cccnc4)ccc3c2=O)c(OC)c1	-10	4	-4.9	2	-9	31	8	-2.6	-10
CCN(CC)S(=O)(=O)c1ccc2nnn(O)c2c1	-1	-2	1.0	6	8	23	-1	-0.8	0
Cc1ccc(NC(=O)c2oc(=O)c3ccccc3c2-c2ccccc2)c(C)c1	20	-2	-4.2	8	-1	-16	1	-3.9	-8
S=c1[nH]nc(-c2ccncc2)n1/N=C/c1cccc2ccccc12	10	nt	-1.6	-5	-24	25	7	1.0	1
Cc1ccc(S(=O)(=O)N2CCN(C(=O)C3CCCO3)CC2)cc1 (stereo unspecified)	22	-1	-0.5	0	-7	18	3	-2.9	8
CCCCN(S(=O)(=O)c1ccccc1)S(=O)(=O)c1ccccc1	18	-3	-2.1	0	-13	23	-3	-2.9	-21
Cc1ccc(C(=O)Nc2ccccc2[N+](=O)[O-])cc1S(=O)(=O)N1CCOCC1	0	0	-3.5	2	-9	41	4	-2.3	-11
COc1cccc(NC(=O)C2CCCN2C(=O)OCc2ccccc2)c1 (stereo unspecified)	4	4	-3.4	-1	-6	11	3	-0.6	-8
O=C(N/C(=C/c1cccc([N+](=O)[O-])c1)C(=O)N1CCCCCC1)c1ccco1	-7	3	-2.9	8	-10	53	6	-4.2	7
CN(C)c1ccc(NC(=S)NC(=O)/C=C/c2ccc(Cl)cc2)cc1	37	-2	-3.2	4	-6	11	11	0.2	-12
COc1ccc(C(=O)NN=C(Cc2ccccc2)Cc2ccccc2)cc1OC	18	1	-0.2	-4	-29	1	-8	-0.4	-3
CCOC(=O)Cn1nc(C)c(NC(=O)COc2ccc(C)c(C)c2)c1C	nt	4	-1.4	7	-11	-3	-5	-2.8	-9
COc1ccc(N2CC(C(=O)OCC(=O)Nc3cccc(C)c3)CC2=O)cc1 (stereo unspecified)	9	0	-0.7	-17	-19	31	-2	-1.2	-11

Ordered by the number under IDE act (falling): 3 of the compounds above
SMILES	NALP1 yeast inh	IDE act	IMP-1 inh	IDE cell inh	pCIP destab	PHOSPHO1 block	PfM18AAP inh	VIM-2 inhibitor	GPR7 antag
COc1ccc(CC(=O)N2CCN(c3ccccc3OC)CC2)cc1	-9	1	-2.8	6	-3	36	10	-3.4	-2
CCOC(=O)N1CCC(NC(=O)CCC(=O)c2ccccc2)CC1	-4	0	-0.8	4	-3	11	-4	-1.4	-2
O=C(CCCOc1cccc(Br)c1)NC1CCC(O)CC1 (stereo unspecified)	7	-4	-4.8	11	-15	10	-6	-4.0	-12

Continuation:
SMILES	NALP1 yeast inh	IDE act	IMP-1 inh	IDE cell inh	pCIP destab	PHOSPHO1 block	PfM18AAP inh	VIM-2 inhibitor	GPR7 antag
Cc1ccc(C(=O)CCS(=O)(=O)c2ccc(Cl)cc2)cc1	-7	3	-4.5	9	-4	43	-38	-2.5	-8
Oc1cc2c(cc1CN1CCN(c3cccc(C(F)(F)F)c3)CC1)CCC2	-12	0	-1.7	-5	-10	-1	-6	-2.3	-5
CC(C)Cc1ccc(C(C)C(=O)Nc2ccccc2O)cc1 (stereo unspecified)	18	4	-1.4	4	-18	24	-8	-0.5	69*
Clc1ccc(OCCn2ccnc2)c(Br)c1	3	2	-2.8	2	-7	-2	6	-2.7	-8
COc1cc(OC)c(NC(=O)c2ccc3c(SCC(=O)O)c4c(nc3c2)CCCC4)cc1Cl	10	3	-0.8	-2	4	-65	-2	2.1	-10
COCCC(=O)N1CCC(n2nccc2NC(=O)c2ccccc2C)CC1	30	2	-1.3	3	-3	-37	-3	-2.3	0
Cc1ccc(S(=O)(=O)N2CCC(C(=O)N3CCC(C(=O)NCc4cccnc4)CC3)CC2)cc1	16	1	-1.4	1	-10	28	7	-2.4	5

Part of the list above, with values under each structure.
Under each structure: NALP1 yeast inh, IDE act, IMP-1 inh, IDE cell inh, pCIP destab, PHOSPHO1 block, PfM18AAP inh, VIM-2 inhibitor, GPR7 antag
CC(C)Cc1ccc(C(C)C(=O)Nc2ccccc2O)cc1 (stereo unspecified)
→ 18, 4, -1.4, 4, -18, 24, -8, -0.5, 69*
CCN(CC)S(=O)(=O)c1ccc2nnn(O)c2c1
→ -1, -2, 1.0, 6, 8, 23, -1, -0.8, 0
CCOc1ccccc1N(CC(=O)Nc1ccccc1C(=O)OC)S(C)(=O)=O
→ 23, 7, -4.3, -2, -4, 4, 1, -2.1, 4

An unsorted share of the library, and some 5.3% of all compounds hit somewhere here.
